# High-throughput results (PubChem BioAssay)
# Furin inhibitor: human furin inhibition | purified furin, fluorogenic substrate cleavage | P09958 | AID 463115 | inhibition, % at 30 µM | 220,000 tested, 0.061% active; in the data active = inhibition above about 25%; note: inactives centre near -15
# PPC-1+TRAIL kill: compounds killing PPC-1 cancer cells with TRAIL present (potentiator screen, no TRAIL-free arm) | PPC-1 cells + TRAIL, ATPLite viability luminescence | cell killing (% activity), % at 4 µM | 220,000 tested, 0.41% active;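 active = cell killing above 50% in the first pass at 4 µM, then a duplicate retest at 5 µM averaging 50% or more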;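 note: plate controls were cells with TRAIL plus DMSO for no effect and medium-only wells lacking cells for full effect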
# Ba/F3 V617F tox: lowers viability of Ba/F3 cells expressing EpoR and JAK2V617F; inhibition, % at 5.6 µM; AID 1446; ATP luminescence; 220,000 tested, 1.1% active;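 active = inhibition above the campaign mean plus 3 SD over all tested compounds, cut at about 24% in these data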;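 note: cytokine-independent growth of Ba/F3 cells driven by EpoR plus mutant JAK2; 0% = DMSO-treated cells and 100% = JAK inhibitor I control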
# PGE2 EP2 inh: inhibitors of human EP2 prostaglandin E2 receptor. P43116. C6 glioma cells expressing human EP2, cAMP TR-FRET; cells stimulated with saturating PGE2. inhibition, % at 25 µM. 260,000 tested, 0.52% active;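 active = percent inhibition above 40 after rounding to a whole number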;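 note: rat C6 glioma host cells with rolipram phosphodiesterase inhibitor present; the protocol text gives 20 µM as final concentration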
# RBBP9 inh: blocks human serine hydrolase RBBP9; 220,000 tested, 0.2% active; recombinant RBBP9, FP-Rh probe fluorescence polarization; inhibition, % at 7.94 µM; O75884; AID 1515;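 active = inhibition above the campaign mean of all tested compounds plus 3 SD, cut at about 14% in these data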;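 note: plate controls were DMSO wells with RBBP9 for no effect and wells lacking RBBP9 protein for full effect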
# Target sequence (O75884 whole entry, looked up): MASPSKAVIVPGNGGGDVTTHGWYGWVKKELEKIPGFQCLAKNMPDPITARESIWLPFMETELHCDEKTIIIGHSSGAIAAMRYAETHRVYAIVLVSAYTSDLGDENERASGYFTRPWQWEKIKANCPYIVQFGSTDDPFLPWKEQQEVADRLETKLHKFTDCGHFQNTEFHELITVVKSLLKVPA
#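 System: RBBP9 protein | Quantity: 2.5 µM RBBP9 dispensing solution, before mixing | Reagent: FP-Rh probe, 375 nM dispensing solution | Timing: Enzyme-compound preincubation 30 min, then probe labeling 45 min, 25 °C | Measured by: Fluorescence polarization | Read-out: % inhibition | Replication: One well per compound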
# Tb hexokinase: T. brucei hexokinase 1 inhibition. recombinant TbHK1, G6PDH-coupled NADH A340. inhibition, % at 10 µM. 220,000 tested, 0.11% active. AID 1430;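 active = inhibition of 50% or more in the single-dose primary screen; inactive = inhibition below 50%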
# p97 inhibitor: human p97 ATPase inhibition. recombinant p97 ATPase, Kinase-Glo ATP luminescence, 3 h. inhibition, % at 8 µM. 220,000 tested, 0.42% active; in the data active = inhibition above about 15%;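 note: 0% = DMSO vehicle and 100% = wells lacking enzyme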
# Target sequence (P55072 whole entry, looked up): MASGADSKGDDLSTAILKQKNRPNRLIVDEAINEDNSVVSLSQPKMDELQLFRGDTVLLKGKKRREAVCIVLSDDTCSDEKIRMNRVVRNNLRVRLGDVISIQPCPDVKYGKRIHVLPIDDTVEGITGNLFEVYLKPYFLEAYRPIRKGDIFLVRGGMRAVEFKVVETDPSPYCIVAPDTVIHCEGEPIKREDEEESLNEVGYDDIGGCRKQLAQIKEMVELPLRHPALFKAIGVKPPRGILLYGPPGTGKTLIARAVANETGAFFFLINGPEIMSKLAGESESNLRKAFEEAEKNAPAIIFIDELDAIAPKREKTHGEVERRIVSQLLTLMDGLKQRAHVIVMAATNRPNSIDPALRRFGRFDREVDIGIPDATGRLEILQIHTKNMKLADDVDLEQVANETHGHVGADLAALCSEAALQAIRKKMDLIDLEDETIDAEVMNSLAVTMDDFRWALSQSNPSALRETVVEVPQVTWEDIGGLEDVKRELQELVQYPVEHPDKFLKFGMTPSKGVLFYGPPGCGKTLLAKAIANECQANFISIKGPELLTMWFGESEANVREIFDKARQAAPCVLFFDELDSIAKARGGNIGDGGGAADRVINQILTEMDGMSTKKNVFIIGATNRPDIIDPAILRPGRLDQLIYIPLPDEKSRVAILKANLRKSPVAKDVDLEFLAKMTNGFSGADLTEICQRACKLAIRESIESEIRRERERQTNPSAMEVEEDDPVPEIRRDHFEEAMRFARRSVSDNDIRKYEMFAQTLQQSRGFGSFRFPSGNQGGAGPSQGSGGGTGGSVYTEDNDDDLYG
# NCF1 inh: p47phox (human) inhibition; p47phox/p22phox peptide binding, fluorescence polarization, 2 h; inhibition, % at 24.7 µM; 220,000 tested, 0.53% active;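 active = inhibition above about 30%, limit read from the data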;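 note: 0% = p47phox with labelled peptide and 100% = labelled peptide alone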
# BaF3 parental: parental Ba/F3 viability inhibition as JAK2V617F counter-screen; CellTiter-Glo ATP luminescence; inhibition, % at 5.6 µM; 220,000 tested, 1.1% active;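 active = inhibition above a per-campaign cutoff, the mean inhibition of all tested compounds plus 3 SD, cut at about 27% in these data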;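 note: 0% = DMSO wells and 100% = JAK Inhibitor I control wells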
# An asterisk follows results filed as active; · = not tested or not shown; & = joins results of further samples; [ ] = another dose, or the depositor's remark. The list is partial; the hit share may differ from the screen's.
# Preview (three entries):
molecule	Furin inhibitor	PPC-1+TRAIL kill	Ba/F3 V617F tox	PGE2 EP2 inh	RBBP9 inh	Tb hexokinase	p97 inhibitor	NCF1 inh	BaF3 parental
O=C(N=NC(=O)c1ccc2c(O)n(C3CCCCC3)c(O)c2c1)c1cccnc1	-13	17	1	3	6	-3	6	-34	-2
Cn1c(=O)c2c(nc(SCC(=O)c3ccc(F)cc3)n2C)n(C)c1=O	-22	·	-4	3	-1	-5	8	-3	5
O=C(NCC1CC1)[C@@H]1C[C@H]1[C@@H](NP(=O)(c1ccccc1)c1ccccc1)c1ccccc1	-5	4	2	4	-3	-4	2	17	0

# The whole of this part, from the first entry:
molecule	Furin inhibitor	PPC-1+TRAIL kill	Ba/F3 V617F tox	PGE2 EP2 inh	RBBP9 inh	Tb hexokinase	p97 inhibitor	NCF1 inh	BaF3 parental
O=C(N=NC(=O)c1ccc2c(O)n(C3CCCCC3)c(O)c2c1)c1cccnc1	-13	17	1	3	6	-3	6	-34	-2
Cn1c(=O)c2c(nc(SCC(=O)c3ccc(F)cc3)n2C)n(C)c1=O	-22	·	-4	3	-1	-5	8	-3	5
O=C(NCC1CC1)[C@@H]1C[C@H]1[C@@H](NP(=O)(c1ccccc1)c1ccccc1)c1ccccc1	-5	4	2	4	-3	-4	2	17	0
COc1ccc(NS(=O)(=O)c2ccc(O)c(C(=O)OCC(=O)Nc3ccc4c(c3)OCCO4)c2)cc1	-20	4	-2	0	-6	7	6	-15	3
NC(=O)c1cccnc1Nc1cccc(F)c1	-14	32	0	2	7	-5	4	-2	3
CCOc1ccc(-c2cnc(N)n2C)cc1	-18	-2	0	11&12	-3	1	4	-6	-1
CCOC(=O)C(CC)/C(C)=N\NC(=O)c1ccccc1O (stereo unspecified)	-32	9	10	5	1	1	0	-2	9
CCCCCCC1C(C#N)=C(N)OC2=C1C(=O)CCC2 (stereo unspecified)	-35	10	-2	9	-6	0	1	-4	2
CCOc1cccc(CNn2cnnc2)c1OCc1ccccc1Cl	-21[20 µM]	6	-2	8&20	-8	1	-2	-7	2
Cc1cc(NC(=O)CSc2nc(C(C)C)nc3sc(C)c(C)c23)no1	-5	2	-3	10	-8	-1	3	-12	-1

# (listing goes on)
molecule	Furin inhibitor	PPC-1+TRAIL kill	Ba/F3 V617F tox	PGE2 EP2 inh	RBBP9 inh	Tb hexokinase	p97 inhibitor	NCF1 inh	BaF3 parental
CCc1sc(C(=O)NCCc2ccc(S(N)(=O)=O)cc2)cc1Br	-21	36	-4	9	-5	-4	7	-6	-3
Cc1c(NC(=O)Cc2ccccc2)cccc1C(=O)NN1C(=O)c2ccccc2C1=O	-14	-13	-1	5	-7	2	3	-6	5
O=C(NCCSCc1ccccc1)c1ccc(C2SCC(=O)N2Cc2ccccc2)cc1 (stereo unspecified)	-13[20 µM]	-21	-4	10	-1	9	-4	-27	6
O=C(O)CC(CC(=O)Nc1ccccc1C(=O)O)c1ccccc1 (stereo unspecified)	-18	-15	-4	4	-3	-11	3	2	3
CN(C(=O)COC(=O)c1sc2ccccc2c1Cl)C1CCCCC1	-18	14	0	10	-8	-6	3	-10	6
Cc1ccc(C(=O)CSc2nnc(C)s2)cc1	-17	32	-1	17	-3	-10	4	-6	1
O=C(Nc1nc(-c2ccc(F)cc2)cs1)c1cccnc1	-27	15	0	5	-3	-2	4	5	5
CCn1c(SCC(=O)O)nnc1-c1ccccc1	-18	18	-2	8	-10	-2	-7	6	2
Cc1ccc(C)n1-c1ccc(-c2nnco2)cc1	-31	15	-3	27	0	-5	0	-19	-2
Cc1c(C(=O)Oc2cccc3cccnc23)oc2ccccc12	-15	9	-1	5	-8	1	9	-13	3

# Look-ups from the list:
# Ba/F3 V617F tox, `CCn1c(SCC(=O)O)nnc1-c1ccccc1` → -2
# Furin inhibitor, `Cc1ccc(C)n1-c1ccc(-c2nnco2)cc1` → -31
# Furin inhibitor, `CN(C(=O)COC(=O)c1sc2ccccc2c1Cl)C1CCCCC1` → -18
# p97 inhibitor, `O=C(O)CC(CC(=O)Nc1ccccc1C(=O)O)c1ccccc1` (stereo unspecified) → 3

# (more compounds)
molecule	Furin inhibitor	PPC-1+TRAIL kill	Ba/F3 V617F tox	PGE2 EP2 inh	RBBP9 inh	Tb hexokinase	p97 inhibitor	NCF1 inh	BaF3 parental
COc1ccc(/C(N)=N/OC(=O)c2cccc([N+](=O)[O-])c2C)cc1OC	-2[20 µM]	17	6	12	-5	6	0	-4	8
COC(=O)c1ccc(N=C2S/C(=C\c3cc(C)n(-c4cccnc4)c3C)C(=O)N2C)cc1	-3[20 µM]	5	0	14	-8	-14	-3	-22	0
Cc1cccc(N2CCC(NCc3c(C(=O)N4CCCCC4)nc4c(C)cccn34)CC2)c1	-23	16	-3	7	-7	-3	-2	-1	3
CC1CCN(C(=O)COC(=O)c2ccccc2NC(=O)c2ccco2)CC1	-17	5	1	3	4	-9	2	-13	9
Cc1nn(C)cc1/C=N/NC(=S)Nc1ccccc1	-9[20 µM]	6	1	2	-7	-9	-2	-6	1
N#Cc1c(-c2ccccc2)nc2n(-c3ccccc3)nc(C(=O)Nc3ccccc3)n2c1=O	3[20 µM]	-16	-4	12	-9	-17	-1	-14	1
C=CCNc1nc(-c2ccc(O)c(C(N)=O)c2)cs1	1[20 µM]	-1	-5	9	8	-15	-4	-6	1
CCC(C)[C@H](NC(=O)OC(C)(C)C)C(=O)N/N=C/C1=Cc2ccccc2OC1 (stereo partly specified)	-12[20 µM]	-2	-1	14	-9	-27	-4	-14	3
CC(C)(C)NC(=O)COC(=O)c1ccccc1Nc1ccc(SC(F)F)cc1	0	23	-1	12	-9	-2	-1	-12	4
Cc1ccc(CNC(=O)CCCC(=O)Nc2cc(C)on2)cc1	-33	8	-3	5	-3	-2	7	-2	2

# More results follow.
molecule	Furin inhibitor	PPC-1+TRAIL kill	Ba/F3 V617F tox	PGE2 EP2 inh	RBBP9 inh	Tb hexokinase	p97 inhibitor	NCF1 inh	BaF3 parental
S=c1[nH]nc(COc2ccc(Cl)cc2)o1	-18	30	-2	10&8	-2	2	3	-8	6
O=C(NC(=S)Nc1ccc(N2CCCCC2)c(Cl)c1)c1cccs1	-14[20 µM]	·	-3	24	-7	0	-2	·	4
COc1ccc(NS(=O)(=O)c2ccc3nc(COc4ccc5ccccc5c4)[nH]c3c2)cc1	-8	0	-3	10	-60	-3	3	-19	1
CCOC(=O)c1ccc(NC(=S)NN2CCN(C)CC2)cc1	-22	24	-4	3	-10	2	2	-3	-2
O=C(Cc1cccc2ccccc12)N/N=C/c1ccc(O)c([N+](=O)[O-])c1	-19	-5	1	-2	-7	-10	0	-11	9
Cc1cccc(-n2ncc3c(N4CCC5(CC4)OCCO5)ncnc32)c1	-24	-11	·	12	·	-11	·	3	·
Cc1ccc(NC2=C/C(=N/S(=O)(=O)c3cccs3)c3ccccc3C2=O)cc1C	-14	12	3	7	-3	10	-3	36*	3
COc1cc(C(=O)OCC(=O)NCc2ccco2)cc(OC)c1OC	-13	11	-4	12	-4	-3	0	-4	-2
Cc1cc(N2CCOCC2)n2nc(-c3cccc(F)c3)cc2n1	-2	12	-3	3	-6	-11	4	1	2
O=[n+]1c2c(n([O-])c3c1CCCC3)CCCC2	-23[20 µM]	17	-1	3	-9	-3	3	-5	9

# Laid out differently: three of the compounds above.
# Value order: Furin inhibitor | PPC-1+TRAIL kill | Ba/F3 V617F tox | PGE2 EP2 inh | RBBP9 inh | Tb hexokinase | p97 inhibitor | NCF1 inh | BaF3 parental
Cc1ccc(NC2=C/C(=N/S(=O)(=O)c3cccs3)c3ccccc3C2=O)cc1C
    -14 | 12 | 3 | 7 | -3 | 10 | -3 | 36* | 3
COc1cc(C(=O)OCC(=O)NCc2ccco2)cc(OC)c1OC
    -13 | 11 | -4 | 12 | -4 | -3 | 0 | -4 | -2
Cc1cc(N2CCOCC2)n2nc(-c3cccc(F)c3)cc2n1
    -2 | 12 | -3 | 3 | -6 | -11 | 4 | 1 | 2

# Continuation.
molecule	Furin inhibitor	PPC-1+TRAIL kill	Ba/F3 V617F tox	PGE2 EP2 inh	RBBP9 inh	Tb hexokinase	p97 inhibitor	NCF1 inh	BaF3 parental
COc1ccc(C)cc1-n1nnnc1SCC(=O)Nc1cc(C)on1	-19	8	3	9	-8	1	-3	-13	0
O=C(COC(=O)CCc1nc2ccccc2n1-c1ccccc1)Nc1cccc(Cl)c1	-17	6	-3	5	3	7	1	-13	6
CCOC(=O)C(C)Oc1cccc2c(=O)n(CC(=O)N3CCCc4ccccc43)ccc12 (stereo unspecified)	-29	23	-5	12	-12	-15	-3	1	1
Cc1c(NC(=O)C2CC(c3cccc(Br)c3)=NO2)c(=O)n(-c2ccccc2)n1C (stereo unspecified)	-14	-2	-3	3	-1	-4	3	-10	2
CC1CCCN(c2nc3ccccc3nc2C(C#N)S(=O)(=O)c2cccs2)C1 (stereo unspecified)	-17[20 µM]	23	-2	7	5	-2	4	-18	2
COC(=O)c1ccc(/C=N/Nc2nc(-c3ccc(C)cc3)cs2)cc1	5	9	-1	10	-9	-10	2	6	2
O=C(NNC(=O)c1sccc1-n1cccc1)c1ccc(Cl)cc1	-22[20 µM]	-1	2	10	-2	-6	0	-11	8
CC1(OC(=O)C2CCCC2)C(=O)C=C2C=C(c3ccsc3)N(CCc3c[nH]c4ccccc34)C=C2C1=O (stereo unspecified)	-9	12	·	11	·	-17	·	-2	·
c1csc(CCNc2ncnc3sc4c(c23)CCC4)c1	-6	10	·	11	·	-4	·	-1	·
O=C(NCc1ccco1)C(=O)NCC1OCCN1S(=O)(=O)c1ccc(Cl)cc1 (stereo unspecified)	-18	3	-5	10	-7	-2	3	-4	-1

# (next part)
molecule	Furin inhibitor	PPC-1+TRAIL kill	Ba/F3 V617F tox	PGE2 EP2 inh	RBBP9 inh	Tb hexokinase	p97 inhibitor	NCF1 inh	BaF3 parental
COc1cccc(C(=O)Oc2cccc(N3C(=O)C4C5CC(C(Br)C5Br)C4C3=O)c2)c1 (stereo unspecified)	-10[20 µM]	13	0	5	-12	-5	4	4	5
CC(=O)OC1c2ccccc2C(=O)N1c1ccccc1C (stereo unspecified)	-17	16	-1	8	-8	1	-4	-7	1
O=C(COc1ccccc1-c1ccccc1)NNC(=O)NC1CCCCC1	-17	3	-1	6	-2	-4	5	-14	3
CC1CN(C(=O)COC(=O)c2ccc(Cl)nc2)CC(C)O1 (stereo unspecified)	-27	15	0	12	0	-5	0	-3	3
CCCCCOC(=O)Nc1nnc(CCC)s1	-26	8	0	2	-10	8	-2	-16	4
Cc1ccc(CSc2nnc(C)c(=O)[nH]2)cc1	-14	13	-1	4	-3	2	2	67*	1
CCOC(=O)c1c(NC(=O)c2ccco2)n(C2CCCCC2)c2nc3ccccc3nc12	-23[20 µM]	1	1	11	-12	-17	7	-16	2
COc1cc(C(=O)N[C@@H](C)C(=O)NCc2ccco2)cc(OC)c1OC	-24	19	1	4	-4	-3	-1	7	2
CN(C)N=Nc1nc2c([nH]1)c(=O)n(C)c(=O)n2C	2	-3	0	8	-8	-53	-3	4	0
CCOc1ccc(NC(=O)CN(C)c2ccc(S(=O)(=O)N(C(C)C)C(C)C)cn2)cc1OCC	-7[20 µM]	28	-1	9	-9	-11	2	-9	7
CCn1c(=O)cc(SCC(=O)Nc2ccc(OC)c(OC)c2)c2ccccc21	-18[20 µM]	13	-3	8	9	-16	3	-11	4
